# APOBEC3A inh – inhibitors of human APOBEC3A DNA deaminase; AID 493011; recombinant A3A, FAM/TAMRA ssDNA deamination fluorescence; P31941; 0.41% of 330,000 active; inhibition, % at 20 µM;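 active = at least 40% inhibition at 20 µM here, with at most 30% in a related deaminase screen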;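 note: plate controls were A3A with DMSO for no effect and wells lacking A3A enzyme for full effect; some results filed as inactive read as strong as hits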
# hIAP block – human IAP inhibition; purified IAP, CDP-Star luminescence, 30 min; inhibition, % at 10 µM; 0.12% of 330,000 active; AID 2544;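 active = inhibition reaching a set limit with compound at 10 µM in the primary screen, cut at about 35% in these data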;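 note: plate controls were DMSO wells with enzyme for no effect and no-enzyme buffer wells for full effect; values of inactives mirror those of a sister screen read the other way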
# Target sequence (P09923 whole entry, looked up): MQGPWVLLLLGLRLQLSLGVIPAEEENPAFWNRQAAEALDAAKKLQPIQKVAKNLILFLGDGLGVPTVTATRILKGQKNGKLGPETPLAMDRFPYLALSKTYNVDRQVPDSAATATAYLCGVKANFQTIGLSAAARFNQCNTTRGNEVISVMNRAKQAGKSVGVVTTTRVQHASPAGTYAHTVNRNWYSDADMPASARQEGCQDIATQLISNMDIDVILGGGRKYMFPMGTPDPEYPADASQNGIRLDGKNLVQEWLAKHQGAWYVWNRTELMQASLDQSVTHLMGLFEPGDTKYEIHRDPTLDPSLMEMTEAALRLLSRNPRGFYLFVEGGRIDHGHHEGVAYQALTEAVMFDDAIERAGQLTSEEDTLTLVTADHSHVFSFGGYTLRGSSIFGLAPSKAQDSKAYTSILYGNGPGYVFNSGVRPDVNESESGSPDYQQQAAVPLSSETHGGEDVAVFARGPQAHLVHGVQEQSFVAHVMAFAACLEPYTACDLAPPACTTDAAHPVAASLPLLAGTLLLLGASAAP
# hIAP activ – increases human intestinal alkaline phosphatase activity | purified human IAP, CDP-Star luminescence, 30 min; stronger effect = higher value; 1 = vehicle-only enzyme, 0 = enzyme-free background | activation factor at 10 µM | 0.16% of 330,000 active;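 active = activation factor of the enzyme at least 2-fold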; note: the source names both 10 and 20 µM as test concentration; values of inactives mirror those of a sister screen read the other way
# MPTP block – blocks calcium-induced mitochondrial swelling; isolated mouse mitochondria, Ca2+ swelling absorbance, 30 min; 1.4% of 360,000 active; AID 602449; inhibition, % at 10 µM;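 active = inhibition of 50% or more, scaled per plate between neutral and stimulator controls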;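 note: 0% = DMSO wells given calcium and 100% = 1 mM EGTA wells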
# GRIN3A LBD mod – NR3A (human) ligand-binding domain modulation | AID 1259313 | NR3A LBD differential scanning fluorimetry, Tm shift; 0% = protein alone, 100% = glycine-bound protein | 2.5% of 340,000 active | Tm shift relative to glycine control, % at 25 µM;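 active = melting temperature shift of at least 10% of the positive control shift, at one fixed dose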
# mIAP act – increases mouse intestinal alkaline phosphatase activity. 0.24% of 330,000 active. activation factor at 10 µM. muIAP, CDP-Star luminescence, 30 min; stronger effect = higher value; 1 = vehicle-only enzyme signal, 0 = enzyme-free wells;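 active = activation factor of at least 2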; note: the source names both 10 and 20 µM as test concentration; values of inactives mirror those of a sister screen read the other way
#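 System: mouse IAP enzyme. Reagent: CDP-Star chemiluminescent phosphatase substrate. Benchmarks: DMSO wells, no-enzyme wells. Times: 30 min enzyme-substrate-compound incubation at room temperature. Detection: luminescence from enzymatic CDP-Star hydrolysis. Doses: test compounds delivered from DMSO solution.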
# MIN6 prolif – induces beta-cell replication in MIN6 cells | 0.29% of 330,000 active | AID 2380 | proliferation, % at 10 µM | MIN6 cells proliferation, ATPlite luminescence, 48 h; cells starved in 0.2% serum; 100% = growth in 10% serum;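 active = compounds whose signal lies at least 3.5 SD above the mean of all wells on their plate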;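 note: 0% = DMSO-treated cells in low-serum medium and 100% = 10% serum control; some compounds called inactive have numbers as strong as hits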
# APOBEC3G inh – inhibitors of human APOBEC3G DNA deaminase; Q9HC16; recombinant A3G, ssDNA deamination FAM/TAMRA fluorescence; inhibition, % at 20 µM; 0.28% of 330,000 active;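 active = inhibition of at least 40% at 20 µM, with no more than 30% in the related APOBEC3A deaminase screen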;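 note: plate controls were DMSO wells with A3G for no effect and wells lacking A3G enzyme for full effect; some compounds called inactive have numbers as strong as hits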
# Target sequence (Q9HC16 whole entry, looked up): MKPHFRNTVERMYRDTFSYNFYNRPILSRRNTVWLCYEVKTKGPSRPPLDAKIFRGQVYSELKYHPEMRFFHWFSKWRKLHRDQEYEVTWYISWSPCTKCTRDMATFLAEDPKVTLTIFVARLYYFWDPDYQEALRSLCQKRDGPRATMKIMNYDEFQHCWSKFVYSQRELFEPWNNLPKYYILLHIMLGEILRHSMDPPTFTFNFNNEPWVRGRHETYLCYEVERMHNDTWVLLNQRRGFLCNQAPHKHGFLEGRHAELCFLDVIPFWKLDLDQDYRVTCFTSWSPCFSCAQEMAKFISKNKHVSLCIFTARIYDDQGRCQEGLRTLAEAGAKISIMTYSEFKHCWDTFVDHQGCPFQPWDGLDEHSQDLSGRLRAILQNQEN
# mIAP inh – blocks mouse intestinal alkaline phosphatase; purified mouse IAP, CDP-Star luminescence, 30 min; inhibition, % at 10 µM; 0.2% of 330,000 active;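 active = inhibition of at least 40% at 10 µM in the primary screen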;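 note: plate controls were DMSO with enzyme for no effect and no enzyme wells for full effect; values of inactives mirror those of a sister screen read the other way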
# Starred values were filed as active, the others as inactive; . = not tested or not shown. The order is random, and some 5% of all compounds hit somewhere here.
Structure,APOBEC3A inh,hIAP block,hIAP activ,MPTP block,GRIN3A LBD mod,mIAP act,MIN6 prolif,APOBEC3G inh,mIAP inh
CCOC(=O)C(NC(=O)CC(C)C)(Nc1sc(C)c(CC)c1C#N)C(F)(F)F (stereo unspecified),0,1,0.99,-3.4,7,1.1,0,-7,-12
COc1cccc(CNC(=O)c2cc(C3CC3)nc3c2cnn3C(C)C)c1,-5,-3,1,0.4,-1,0.95,2,-9,5
O=C(O)C1C2CCC(C2)C1C(=O)NCCc1ccccc1 (stereo unspecified),-1,-27,1.3,-0.6,-2,1.1,0,1,-9
O=c1c2ccccc2c(-c2ccccc2)nn1-c1cc(Cl)cc(Cl)c1,-3,16,0.84,0.4,3,0.93,-3,-11,7
C=C1CCN(CC(=O)OC)S(=O)(=O)c2ccccc21,-1,-13,1.1,-5.0,0,0.98,-2,-12,2
COC(=O)C1=C(C)NC2=C(C(=O)CC(C)(C)C2)C1c1ccccn1 (stereo unspecified),1,-6,1.1,-2.2,2,1.1,0,-6,-6
COc1ccc(N2C(=O)CC(Sc3nc4ccccc4s3)C2=O)cc1OC (stereo unspecified),-4,-5,1.1,2.0,-2,0.89,-6,-3,11
CCOc1ccc(CNc2ccc3c(c2)ncn3C(C)(C)C)cc1,-3,-20,1.2,1.2,1,0.97,-1,0,2
O=C(c1ccc(Cl)cc1)N(c1ccccn1)C1CCCCC1,-2,-3,1,-1.3,-2,1.1,2,-5,-15
Cc1ccc(-c2noc(CCCOc3ccc(Cl)cc3Cl)n2)cc1,0,4,0.96,-0.1,-13,1.1,-2,-2,-7
CN(C(=O)CC1C(=O)NCCN1CC1CCCCC1)C1CCOCC1 (stereo unspecified),-10,-12,1.1,0.7,-1,1.2,-3,0,-22
CCCCCCn1c(N2CCC(C)CC2)nc2c1c(=O)[nH]c(=O)n2C,-1,-14,1.1,0.1,-2,0.91,-3,-2,9
O=C(CC12CC3CC(CC(C3)C1)C2)NC(Cc1ccccc1)C(=O)O (stereo unspecified),-1,-17,1.2,0.3,-2,0.94,1,-4,6
O=C(C1CCN(S(=O)(=O)c2ccc(Br)s2)CC1)N1CCc2ccccc21,-4,-1,1,0.1,-1,1.1,-3,-2,-14
CC1=C[C@H]2OC(=O)[C@@H](C)[C@H]2C[C@@H]2[C@H]1C[C@@H](O)[C@@]2(C)O,3,-3,1,-0.1,-1,0.96,-2,-10,4
COc1ccc(F)c(-c2nc(CN3CCN(C(=O)c4ccco4)CC3)c(C)o2)c1,-4,1,0.99,0.0,-2,0.97,4,-2,3
COc1ccc(C)cc1N(C(=O)CNC(=O)c1ccco1)C(C(=O)NCC1CCCO1)c1ccccc1 (stereo unspecified),-5,-2,1,0.9,-3,0.96,1,-9,4
CCOC(=O)N1CCN(CCC(=O)Nc2cc(OC)ccc2OC)CC1,-1,10,0.91,2.6,0,1,-1,-2,-4
Cc1ccccc1Cn1cnc2ccccc21,3,6,0.94,0.1,1,0.94,-1,-7,6
C/C(=C\C(=O)c1c(O)cc(C)oc1=O)N(C)C,5,3,0.97,-1.3,0,0.94,0,-2,6
CC(C)CCc1noc(CN2CCN(CC(=O)NC(C)C)CC2)n1,4,-2,1,4.7,-6,0.92,-2,1,8
Cc1ccc(N(C(=O)c2csnn2)C(C(=O)NC2CCCC2)c2ccncc2)c(C)c1 (stereo unspecified),-4,-4,1,0.9,1,1.1,-2,3,-6
COCc1cc(=O)[nH]c(-c2csc(C)n2)n1,-2,-20,1.2,1.1,2,1,2,-6,-2
O=C(CSC(=S)N1CCN(c2ccccc2)CC1)Nc1nc(-c2ccccc2)c(-c2ccccc2)o1,-2,-11,1.1,1.1,-3,0.91,1,-6,9
COc1ccc(-n2c(C)ccc2-c2ccccc2)cn1,-5,0,1,-0.3,-2,0.98,-1,-4,2
NC(=O)c1ccc(Oc2ncc(C(F)(F)F)cc2Cl)cc1,-5,14,0.86,-2.0,-1,0.95,-3,-5,5
CC[C@@]1(C(=O)OC)N[C@H](CN(C)C(=O)Nc2ccc(OC)cc2)[C@@H]2C(=O)N(Cc3ccccc3)C(=O)[C@@H]21,-5,10,0.9,0.6,9,1,1,-3,-4
Cc1cc(C)nc(Nc2n[nH]c(-c3ccccc3N)n2)n1,2,-61,1.6,0.6,0,1.1,-1,1,-7
COc1cccc2cc(-c3cc(=O)oc4ccc(O)cc34)oc12,1,1,0.99,1.9,0,1,0,-7,0
COc1ccc(NC(=O)/C(C#N)=C/c2cccnc2)c(OC)c1,-1,-4,1,0.1,0,0.92,-4,-6,8
COc1ccc(C(C(=O)NC(C)(C)C)N(C(=O)CCC(=O)Nc2cc(C)on2)c2cccc(F)c2)cc1 (stereo unspecified),-1,6,0.94,-0.9,-1,0.9,5,-5,10
CN(C(N)=S)c1ccccc1,-1,13,0.87,-1.5,5,1,-3,2,0
Cc1cc(C)n(-c2ccc(C(=O)OCC(=O)Nc3ccc(S(=O)(=O)N4CCOCC4)cc3)cc2)n1,-3,-8,1.1,0.5,-3,0.95,2,-4,5
Cc1cc(Nc2ccc(F)cc2Cl)n2nc(C)nc2n1,3,-26,1.3,-1.4,1,1.1,-2,0,-9
CC(NC(=O)COC(=O)CCc1ccc(S(=O)(=O)N2CCOCC2)cc1)C1CC2CCC1C2 (stereo unspecified),2,10,0.9,-0.8,-4,0.99,0,-1,1
Cc1ccnc(NC(=O)C2CCCN(S(=O)(=O)c3cnc[nH]3)C2)c1 (stereo unspecified),-3,-4,1,-0.5,-1,0.98,2,-7,2
N=c1c(S(=O)(=O)c2ccccc2)cc2c(=O)n3ccccc3nc2n1Cc1cccnc1,1,-8,1.1,0.7,-3,0.98,0,-7,2
COc1cc(C(=O)NC(=S)Nc2ccc3oc(=O)ccc3c2)cc(OC)c1OC,1,7,0.93,0.8,-6,0.85,-1,-3,15
CN(C(=S)Oc1ccc(C(=O)Nc2ccccc2)cc1)c1ccccc1,2,-8,1.1,32,7,1,-3,1,-4
CC(=O)Oc1ccc(C(=O)NCCc2ccccc2)cc1,-1,-2,1,0.6,-1,0.97,1,-4,3
CC(C)(C)OC(=O)[C@H](Cc1ccccc1)NC(=O)c1nc[nH]c1C(=O)NC1CCNCC1,0,-36,1.4,0.3,3,1,1,0,-3
COc1ccc(-c2nc3c(n2O)CCC/C3=N\O)cc1,-1,5,0.95,-0.1,-1,0.94,2,-5,6
COc1ccc(-n2c(CCc3ccccc3)nnc2SCC(=O)c2ccccc2)cc1,1,-8,1.1,0.7,-4,0.95,-3,2,5
CC(=O)NCC(=O)NC(C(=O)Nc1ccc2c(c1)OCCO2)c1ccc(C)cc1 (stereo unspecified),-7,-12,1.1,1.6,-5,1,-1,-6,-1
C=CCN1C(=O)c2ccc(C(=O)N3CCN(c4ccccc4OC)CC3)cc2C1=O,-3,-3,1,-1.0,0,0.93,-2,-3,7
O=C(CCN1C(=O)/C(=C/c2ccccc2Cl)SC1=S)NC1CCS(=O)(=O)C1 (stereo unspecified),4,-44,1.4,0.9,0,1,0,5,-4
O=C(CSCc1ccc(Cl)cc1)Nc1ccccc1C(=O)N1CCOCC1,-6,-15,1.2,1.6,2,0.97,0,-2,2
Cc1nnc(C)n1/N=C/c1ccc(O)cc1,-6,-13,1.1,1.0,.,0.97,0,-5,3

# Ordered by formula weight (high to low): part of the list above.
Structure,APOBEC3A inh,hIAP block,hIAP activ,MPTP block,GRIN3A LBD mod,mIAP act,MIN6 prolif,APOBEC3G inh,mIAP inh
COc1ccc(-n2c(CCc3ccccc3)nnc2SCC(=O)c2ccccc2)cc1,1,-8,1.1,0.7,-4,0.95,-3,2,5
C=CCN1C(=O)c2ccc(C(=O)N3CCN(c4ccccc4OC)CC3)cc2C1=O,-3,-3,1,-1.0,0,0.93,-2,-3,7
Cc1nnc(C)n1/N=C/c1ccc(O)cc1,-6,-13,1.1,1.0,.,0.97,0,-5,3

# Later entries:
Structure,APOBEC3A inh,hIAP block,hIAP activ,MPTP block,GRIN3A LBD mod,mIAP act,MIN6 prolif,APOBEC3G inh,mIAP inh
CC(=O)c1ccc(NC(=O)c2ccc3nc(C)sc3c2)cc1,1,-1,1,0.9,7,0.89,-3,-1,11
Cc1cc(O)c(-c2cc(C(=O)Nc3cccnc3)[nH]n2)cc1C,3,-66,1.7,4.6,27*,1.1,-3,0,-6
CCOc1cc2c(cc1OCC)C(c1ccccc1)N(c1ccccc1)C(=O)C2 (stereo unspecified),-3,17,0.83,0.0,-5,0.8,0,-3,20
O=C(O)CC(NC(=O)C12CC3CC(CC(C3)C1)C2)c1ccc(F)cc1 (stereo unspecified),-2,8,0.92,-1.0,-1,0.98,4,-8,2
Cc1cccc2cc(C#N)c(SCc3nnc(-c4ccccc4[N+](=O)[O-])o3)nc12,2,-12,1.1,-0.5,-1,0.9,2,-1,10
CC(C)(C)NC(=S)NCc1cccnc1,-4,-9,1.1,-3.2,-1,1,-3,-3,-3
Cc1nc(C)n(CC(C)C(=O)N2CCN(S(=O)(=O)c3ccc(Cl)cc3)CC2)n1 (stereo unspecified),6,5,0.95,0.0,0,1.1,3,-1,-7
CO/N=C/c1ccc(Oc2ccc(C)cc2)c([N+](=O)[O-])c1,-3,7,0.93,0.6,2,0.9,-1,-8,10
Cc1ccc2[nH]c(=O)c(CNC(C)C)cc2c1,-4,-16,1.2,0.3,1,0.94,1,-11,6
Cc1nn(C(C)C(=O)NCCCN2CCCCC2C)c(=O)c2c1sc1ccccc12 (stereo unspecified),-2,11,0.89,-1.3,0,0.96,0,-2,4
Cc1nnc(SCC(=O)c2c(N)n(C)c(=O)n(C)c2=O)n1Cc1ccccc1,6,12,0.88,0.4,-3,1.1,-1,18,-7
Cc1cccc(C)c1NC(=O)c1cccc2c1C(=O)N(C1CCCCC1)C2,-2,-8,1.1,-2.4,0,0.99,-6,-1,1
O=[N+]([O-])c1cc(S(=O)(=O)NCCN2CCOCC2)ccc1Cl,-6,3,0.97,-1.8,0,0.99,0,-6,1
COc1ccc(OC)c(S(=O)(=O)NC(C)c2cnn(-c3ccccn3)c2C)c1 (stereo unspecified),0,-8,1.1,1.3,1,1.1,5,4,-8
CCC(C)NC(=O)CSc1nc2cc(S(=O)(=O)N3CCOCC3)ccc2n1CC (stereo unspecified),-2,12,0.88,-0.5,1,0.95,1,-11,5
O=C1NC(c2cccnc2)C(C(=O)c2cccs2)C(O)(C(F)(F)F)N1 (stereo unspecified),0,9,0.91,0.5,0,0.98,-1,-5,2
OC(CNCc1ccco1)Cn1c2ccccc2c2ccccc21 (stereo unspecified),-5,-4,1,-2.6,1,1.1,-5,-6,-6
O=C1[C@@H]2Cc3c([nH]c4ccccc34)C(c3cccc(Br)c3)N2C(=O)CN1C1CCN(Cc2ccccc2)CC1 (stereo partly specified),-3,4,0.96,-0.2,7,1.1,-6,-9,-9
CC(OC(=O)CCc1ccccc1)C(=O)Nc1ccc(Cl)cn1 (stereo unspecified),0,-15,1.1,0.0,-2,0.95,0,-3,5
O=C(COc1c(Cl)cccc1Cl)Nc1ccccc1N1CCCC1,-3,-2,1,0.6,1,0.81,-4,-4,19
